From PubChem
esBAF inh: blocks esBAF chromatin remodeling in mouse ES cells. Bmi1-luciferase knock-in reporter, 24 h; 100% = twice the neutral-well signal. reporter increase, % at 12.5 µM. 350,000 compounds, 2% hits. AID 602393; in the data active means activation above about 40%;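 further: 0% = median of the plate's neutral control wells and 100% = double that signal; a rise in the Bmi1 reporter signal indicates esBAF inhibition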
ARNT TACC3 PPI: disruptors of human ARNT/TACC3 interaction. Q9Y6A5. AlphaScreen His-ARNT PAS-B/GST-TACC3 binding, luminescence; TACC3 fragment carries E629A point mutation. inhibition, % at 9.99 µM. 390,000 compounds, 0.66% hits. AID 623870;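 active means mean inhibition of replicates at least 50% and at least half of replicates each reaching 50%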;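 further: 0% = complete ARNT plus TACC3 wells and 100% = ARNT alone without TACC3; many hits fall short of the cut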
E-selectin induc: induces E-selectin expression in human endothelial cells | P16581 | HUVEC E-selectin immunofluorescence imaging; normalized: neutral wells 0, TNF-alpha wells 100 | activation, % at 7.58 µM | 260,000 compounds, 0.37% hits;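 active means mean E-selectin-positive cell signal at least 10% of the positive control, reached in at least 60% of replicates, without over 20% cell loss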;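 further: in these data hits start at about 27%; measured in HUVEC primary endothelial cells; signal is the percent of cells scored E-selectin positive by PE staining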
Target sequence (P16581 whole entry, looked up): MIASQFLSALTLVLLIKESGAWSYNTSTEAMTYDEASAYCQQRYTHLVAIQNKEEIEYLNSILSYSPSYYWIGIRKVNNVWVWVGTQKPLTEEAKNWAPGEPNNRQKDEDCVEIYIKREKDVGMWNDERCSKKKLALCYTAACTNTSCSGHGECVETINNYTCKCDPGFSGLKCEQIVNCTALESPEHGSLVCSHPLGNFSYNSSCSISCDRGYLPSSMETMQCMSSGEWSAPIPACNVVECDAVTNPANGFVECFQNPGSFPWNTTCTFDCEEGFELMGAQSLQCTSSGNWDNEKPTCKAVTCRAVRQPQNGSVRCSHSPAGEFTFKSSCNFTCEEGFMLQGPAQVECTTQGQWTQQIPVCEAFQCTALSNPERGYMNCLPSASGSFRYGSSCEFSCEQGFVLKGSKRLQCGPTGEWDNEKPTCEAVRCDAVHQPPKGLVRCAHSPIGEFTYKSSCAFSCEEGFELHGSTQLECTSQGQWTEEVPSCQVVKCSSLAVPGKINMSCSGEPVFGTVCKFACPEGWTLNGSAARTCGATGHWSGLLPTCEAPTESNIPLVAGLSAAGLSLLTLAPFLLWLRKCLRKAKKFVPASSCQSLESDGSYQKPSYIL
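assay system = HUVEC, human umbilical vein endothelial cells | input = 3,000 HUVEC seeded per well | medium = EGM-2 growth medium on 0.1% gelatin-coated wells | dosing = one compound dose added by pin transfer | signal = immunofluorescence imaging | read-out basis = % PE-positive cells | control set = TNF-alpha, DMSO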
PglD DTNB: blocks C. jejuni PglD acetyltransferase activity; purified PglD enzyme, DTNB colorimetric CoA detection; inhibition, % at 12.5 µM; 360,000 compounds, 0.098% hits; AID 602405; in the data active means inhibition above about 16%, passing the limit was not always enough; further: strong numbers were not always called active
Casp6 inh: inhibitors of human caspase-6; P55212; purified caspase-6, Z-VEID-R110 cleavage fluorescence; inhibition, % at 12.5 µM; 350,000 compounds, 0.53% hits;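 active means mean inhibition across replicates at least about 35%, with every replicate also reaching that limit, limit read from the data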;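 further: 0% = median of neutral control wells and 100% = no fluorescence left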
Target sequence (P55212 24-179 limits assumed): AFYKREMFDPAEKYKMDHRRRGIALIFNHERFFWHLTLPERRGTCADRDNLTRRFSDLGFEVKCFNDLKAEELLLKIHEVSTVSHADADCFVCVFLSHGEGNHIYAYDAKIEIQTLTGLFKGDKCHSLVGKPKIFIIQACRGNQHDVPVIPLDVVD
Target sequence (P55212 194-293 limits assumed): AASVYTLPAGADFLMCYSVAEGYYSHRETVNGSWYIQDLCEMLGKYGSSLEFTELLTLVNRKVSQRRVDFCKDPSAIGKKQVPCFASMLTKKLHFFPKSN
ERp5 inh: ERp5 (human) disulfide isomerase inhibition; ERp5 insulin aggregation, absorbance 650 nm, 90 min; Q15084; 350,000 compounds, 0.05% hits; inhibition, % at 9.99 µM;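 active means mean replicate inhibition above about 25%, with every replicate also reaching it, limit read from the data, passing the limit was not always enough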
RAD52 anneal inh: inhibitors of human RAD52 DNA annealing; AID 651710; P43351; inhibition, % at 18.7 µM; 360,000 compounds, 0.46% hits; recombinant RAD52 DNA annealing, FRET fluorescence;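 active means every replicate showing at least 50% inhibition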
RAD54 inh: blocks human RAD54 Holliday junction branch migration. inhibition, % at 10.4 µM. Q92698. FAM/BHQ fluorescence. 360,000 compounds, 0.14% hits;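 active means mean normalized replicate activity at least 40 and at least half of replicates scoring 40 or more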;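 further: 0% = median of neutral control wells and 100% = median of positive control wells; inhibitors cause a drop in the FAM fluorescence signal; in these data hits start at about 50%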
Starred values were filed as active, the others as inactive; · = no result given; & = joins results of further samples.

canonical_smiles	PglD DTNB	Casp6 inh	RAD52 anneal inh	E-selectin induc	esBAF inh	ERp5 inh	ARNT TACC3 PPI	RAD54 inh
Cc1ccc(C)c(S(=O)(=O)NCc2ccc(C(=O)N3CCCCC3C)cc2)c1 (stereo unspecified)	2.8	·	·	·	5.6	·	0.9	-6.6
CCC(=O)N1C[C@H](C)[C@@H](OC)CN(C)C(=O)c2ccc(NC(=O)CC(F)(F)F)cc2OC[C@H]1C	·	2.0	-41.2	0.3	·	-0.3	·	·
Cc1ccc(S(=O)(=O)N(C)C[C@H]2OCCCC[C@@H](C)Oc3ccc(NS(=O)(=O)c4ccc(F)cc4)cc3C(=O)N([C@H](C)CO)C[C@@H]2C)cc1	1.0	-0.6	10.6	0.2	3.2	2.2	-4.7	-14.9
COc1ccc(S(=O)(=O)/N=C2/C=CC(=O)C(C)=C2C)cc1	1.6	·	·	·	7.7	·	-8.4	-2.0
CCOC(=O)c1sc2nccc(OC)c2c1N=CN(C)C	·	-0.3	-12.4	·	·	-6.6	-6.7	·
OC[C@@H]1CN(Cc2ccc(Cl)cc2)C[C@H](n2cnc3c(N4CCOCC4)ncnc32)O1	-3.7	0.7	-85.3	0.0	-1.8	0.5	·	-4.5
CC(=O)Cn1nnc(-c2ccc(C(F)(F)F)cc2)n1	·	4.1	-8.7	·	·	2.7	-8.0	·
Nc1sccc1C(=O)NCc1ccccc1	·	3.0	-64.4	10.4	·	-7.0	·	·
C[C@@H]1CN([C@@H](C)CO)S(=O)(=O)c2ccc(-c3cncnc3)cc2O[C@@H]1CN(C)Cc1ccccn1	-2.4	-1.5	-11.6	2.0	-4.3	1.4	0.0	-1.1
COc1ccc(NC(=O)NNc2cc(N3CCOCC3)nc(N3CCOCC3)n2)cc1	·	1.0	-12.4	·	·	-0.9	0.8	·
COc1ccc(CN2CC(C(=O)NCCCN3CCN(C)CC3)CC2=O)cc1 (stereo unspecified)	-3.3	·	·	·	-3.9	·	-3.7	-4.5
CCCn1c(=N)n(CC(=O)c2cccs2)c2ccccc21	-1.8	-4.5	8.1	·	-1.6	1.7	-6.2	5.0
CCC(NC(=O)c1cc(COc2ccc(Cl)cc2OC)on1)c1ccncc1 (stereo unspecified)	0.4	4.6	-0.8	·	67.7*	-7.8	3.8	-11.8
C[C@H]1CCCCO[C@@H](CN(C)C(=O)c2ccccc2)[C@@H](C)CN([C@@H](C)CO)C(=O)c2cc(NC(=O)c3ccccc3)ccc2O1	-3.4	-0.6	8.4	·	·	-0.2	-1.9	2.5
CCCCSc1cc(C)nc(N)n1	·	2.9	-3.1	2.8	·	0.2	-1.7	·
CCOCCn1cnc2sc(C(=O)NCCCN3CCOCC3)c(C)c2c1=O	-2.3	·	-11.7	·	9.9	0.1	-2.3	-2.0
CCOC(=O)C1=C(O)/C(=C/c2cccc(OC)c2O)N=C1C	·	3.5	-24.6	·	·	1.5	2.5	·
CCCNC(=O)N1[C@H](C(=O)N2CCCCC2)[C@@H](CO)[C@@H]2Cn3c(ccc(-c4ccc(F)cc4)c3=O)[C@@H]21	-2.9	-2.8	-13.4	0.0	9.9	6.3	-1.5	3.2
CCOc1ccc(/C=N/n2nnnc2N)cc1O	2.7	-3.4	-3.1	0.0	-0.4	6.9	15.3	-5.5
CC(C)CN(Cc1cc(=O)oc2cc(-c3ccccc3)c(O)cc12)CC(C)C	-3.4	-2.6	-14.8	0.5	-6.3	1.0	-8.1	11.4
CN1CCN(C(=O)CCN2C(=O)c3ccccc3S2(=O)=O)CC1	1.0	-2.5	11.5	·	-2.6	1.1	-0.7	-2.5
CCOC(=O)c1cc2c(=O)n3ccccc3nc2n(CCCOC)c1=NC(=O)C(C)(C)C	3.0	·	·	·	-11.9	·	1.1	4.8
CO[C@@H]1CN(C)C(=O)c2ccc(NC(=O)Nc3ccccc3F)cc2OC[C@H](C)N(CC2CC2)C[C@@H]1C	2.7	1.0	0.0	0.1	6.1	3.8	1.3	8.8
COc1ccc(-c2nc3ccccc3c(=O)n2NC(=O)Cc2ccccc2)cc1	7.9	1.3	-10.4	-1.7	·	5.2	-0.7	8.3
Cc1ccc(S(=O)(=O)N(C)C[C@@H]2Oc3ccc(NC(=O)C4CCCCC4)cc3C(=O)N([C@@H](C)CO)C[C@H]2C)cc1	3.4	-2.7	-13.2	-0.2	1.6	0.4	34.1	-3.6
O=c1oc2ccccc2c2c1C(O)CO2 (stereo unspecified)	-1.2	-0.2	-6.8	·	1.4	1.2	-8.6	-5.9
Cc1cc(C(C)(C)C)c(O)c(C)c1CC1=NCCN1	7.3	-0.4	-6.0	2.1	0.3	-8.8	-2.1	0.5
CC(C)C(=O)Nc1ccc2c(c1)C(=O)N(C)[C@@H]1CC[C@@H](CC(=O)NCc3ccccc3F)O[C@@H]1CO2	-1.7	·	·	-0.1	1.8	·	-7.6	4.6
CCC(=O)Nc1ccc2c(c1)OC[C@H](C)N(C(=O)c1ccccc1F)C[C@H](C)[C@H](OC)CN(C)C2=O	2.3	0.4	-4.2	-0.1	3.3	8.8	13.1	4.6
CCCCc1c(O)nc(SCC(=O)N2CCOCC2)n(-c2ccccc2C)c1=O	-1.6	·	·	·	3.0	·	-0.9	4.3

The closing 2 entries of the part above lead into the next:
canonical_smiles	PglD DTNB	Casp6 inh	RAD52 anneal inh	E-selectin induc	esBAF inh	ERp5 inh	ARNT TACC3 PPI	RAD54 inh
CCC(=O)Nc1ccc2c(c1)OC[C@H](C)N(C(=O)c1ccccc1F)C[C@H](C)[C@H](OC)CN(C)C2=O	2.3	0.4	-4.2	-0.1	3.3	8.8	13.1	4.6
CCCCc1c(O)nc(SCC(=O)N2CCOCC2)n(-c2ccccc2C)c1=O	-1.6	·	·	·	3.0	·	-0.9	4.3
Cc1ccc(CN2C(=O)S/C(=C\c3ccccc3OCC(=O)O)C2=O)cc1	·	0.9	-11.3	4.5	·	2.2	1.0	·
CCN(CCO)c1ccc(Nc2cc(-c3ccc(-c4ccccc4)cc3)ncn2)cc1	1.0	2.2	-10.6	2.0	0.2	-0.3	·	4.5
COc1ccc(CN(C)C[C@H]2OCCCC[C@H](C)Oc3ccc(NC(=O)Nc4cccc5ccccc45)cc3C(=O)N([C@@H](C)CO)C[C@H]2C)cc1	0.1	1.8	-24.5	0.3	-4.7	3.4	30.1	-6.4
OC(CCN1CC2CCC(CC2)C1)(Cc1ccccc1)c1ccco1 (stereo unspecified)	0.2	-3.2	-18.4	0.2	-10.2	4.1	7.7	-10.8
COc1ccc(C2C(C#N)=C(N)SC(N)=C2C#N)cc1OC	-7.5	·	·	·	20.8	·	2.9	-85.1
CCC(=O)N(C)C[C@@H]1Oc2cc(C#Cc3ccccn3)ccc2S(=O)(=O)N([C@@H](C)CO)C[C@@H]1C	0.6	1.6	-17.4	-0.1	8.8	0.8	0.9	-3.1
CCN1C(=O)C2(/C(=C(\O)c3ccc4c(c3)OCCO4)C(=O)C(=O)N2CCCOC)c2ccccc21 (stereo unspecified)	6.5	·	·	·	-5.8	·	7.3	6.1
CC(=O)Nc1ccc(S(=O)(=O)NCC2CCC(C(=O)N3CC(C)CC(C)C3)CC2)cc1 (stereo unspecified)	-3.1	1.0	-0.3	·	3.3	2.5	-23.6	-4.7
C/C=C/c1ccc2c(c1)O[C@@H](CN(C)Cc1ccccc1)[C@@H](C)CN([C@@H](C)CO)S2(=O)=O	-7.2	3.2	2.2	0.0	-3.6	-4.8	23.7	-2.0
O=C(c1ccc(F)cc1)N1CCCCN2[C@@H](CO)[C@H](c3ccc(/C=C/c4ccccc4)cc3)[C@@H]2C1	7.7	-2.6	-27.7	-0.8	-4.2	9.5	1.0	-0.9
COC(=O)c1cc(S(=O)(=O)N2CCC(c3ccccc3)C2)c[nH]1 (stereo unspecified)	-1.3	2.2	-1.6	·	-1.1	-1.3	-2.6	-6.6
C[C@@H]1CN([C@H](C)CO)C(=O)c2cc(C#C[C@@H](C)O)cnc2O[C@H]1CN(C)C(=O)c1ccccc1	-1.7	3.0	-4.8	0.7	4.8	11.2	0.2	-7.7
COc1ccc(CCNC(=O)CSc2nnc(NC(C)=O)s2)cc1OC	·	-5.0	-12.4	-0.1	·	-3.9	-6.0	·
CN(C)C1=NC[C@H](Cc2ccccc2)N1CC1CCCCC1	1.7	2.1	-10.6	-0.1	-2.2	3.8	-3.2	-1.0
Cc1c(NS(=O)(=O)c2cc(C(=O)OCC(=O)c3ccccc3F)ccc2Cl)c(=O)n(-c2ccccc2)n1C	0.6	-1.7	-16.3	-0.2	-6.0	4.3	·	3.6
C/C=C\C=C/C(=O)Nc1cccc(C2=NOC3(C2)C[C@H](C(N)=O)N(C(=O)CC)C3)c1 (stereo partly specified)	-1.5	9.0	-34.6	0.2	-3.0	-2.5	-1.0	-7.5
CCC(OC(=O)CCc1nc2ccccc2[nH]c1=O)C(=O)c1ccccc1 (stereo unspecified)	1.5	·	·	·	-1.2	·	5.5	1.2
CC(=O)N1CCc2cc(S(=O)(=O)NC(C(=O)Nc3ccc4c(c3)OCCO4)C(C)C)ccc21 (stereo unspecified)	13.4	·	·	·	-11.1	·	3.0	-3.1
O=S(=O)(N[C@H]1CC[C@@H](CCn2cc(C3(O)CCCC3)nn2)O[C@@H]1CO)c1ccc(Cl)cc1	-3.5	0.9	5.3	0.6	-0.5	-5.7	-7.8	-0.6
COc1ccc(NC(=O)c2cnc(C)cn2)cc1-n1cnnn1	1.8	·	·	·	-9.1	·	-5.1	8.2
CCCCN1CN(Cc2ccco2)CNC1=S	·	-1.3	-15.9	·	·	7.4	1.7	·
O=C(Cc1ccccc1[N+](=O)[O-])N1CCN(c2ccc(F)cc2)CC1	·	-2.9	-6.5	·	-6.0	-5.3	-3.9	·
CC(C)Nc1oc(Cc2cccc3ccccc23)nc1C#N	5.9	4.3	-49.3	·	9.3	-0.1	1.9	-2.6
O=C(c1ccc(COc2ccccc2Cl)o1)N1CCCC1	4.9	·	·	·	20.9	·	-2.8	2.4
CCCC#Cc1cnc2c(c1)C(=O)N([C@H](C)CO)C[C@@H](C)[C@H](CN(C)S(=O)(=O)c1cccc(OC)c1)O2	-2.0&3.9&-4.0	-0.4&-0.2&1.7	1.6&-1.5&1.9	-1.5&0.0	1.8&-0.3&3.1	1.0&-6.6&-8.1	0.3&1.6	-4.4&5.7&11.0
CCc1ccc(C(=O)COC(=O)c2cccnc2Cl)cc1	·	1.9	-21.1	·	-0.5	1.3	-0.4	·
CC(C)(C)n1nnnc1C(c1cccnc1)N1CCN(c2ccccn2)CC1 (stereo unspecified)	·	1.5	-12.4	·	·	7.1	-11.3	·
